Assay outcomes: PubChem BioAssay, several laboratories
PG9 binder – binders of HIV-1 gp120 antibody PG9, primary screen, biochemical, TR-FRET | HIV-1 gp120 / PG9 antibody interaction | TR-FRET gp120-PG9 antibody binding | inhibition, % at 6.7 µM | 360,000 compounds, 0.43% hits | AID 624416, 2012; in the data active means inhibition above about 8.5%
NR1D1 modulator – modulators of Rev-erb alpha DNA binding, primary screen, biochemical, FITC-DNA, fluorescence polarization, uHTS | Nuclear receptor subfamily 1 group D member 1 (Homo sapiens), P20393 | Rev-erbα–FITC-DNA binding, 90 min | activity, % at 10 µM | 370,000 compounds, 0.79% hits | AID 1259318, 2017;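 active means activity above about 14%, limit read from the data; passing the limit was not always enough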;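 further: 0% = DMSO wells with 35 nM protein and 100% = DMSO wells with 750 nM protein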
mABHD4 FP – ABHD4 inhibitors, primary screen, biochemical, fluorescence polarization, mouse; 370,000 compounds, 0.54% hits; inhibition, % at 8.92 µM; (Lyso)-N-acylphosphatidylethanolamine lipase (Mus musculus), Q8VD66; purified mABHD4, FP-Rh probe fluorescence polarization;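 active means inhibition exceeding the mean over every tested compound plus 3 SD, cut at about 30% in these data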;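 further: 0% = plate median of compound wells and 100% = S159A mutant with DMSO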
Target sequence (Q8VD66 whole entry, looked up): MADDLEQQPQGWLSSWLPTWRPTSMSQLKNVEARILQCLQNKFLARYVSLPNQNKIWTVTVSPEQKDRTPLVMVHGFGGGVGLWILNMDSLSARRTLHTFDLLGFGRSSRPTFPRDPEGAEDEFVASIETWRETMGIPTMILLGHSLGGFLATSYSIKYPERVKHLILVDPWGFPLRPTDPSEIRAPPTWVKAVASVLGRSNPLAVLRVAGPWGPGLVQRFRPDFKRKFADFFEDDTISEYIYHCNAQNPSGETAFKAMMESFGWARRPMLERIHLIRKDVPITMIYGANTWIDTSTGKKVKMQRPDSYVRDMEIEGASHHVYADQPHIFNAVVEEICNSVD
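System: mouse ABHD4 enzyme, wild type / Medium: HEPES pH 7.0, NaCl, Pluronic buffer / Reagent: FP-Rh activity-based fluorescent probe / Control set: S159A mutant high control, sample median low control / Detection: fluorescence polarization with parallel and perpendicular emission, 525/598 nm / Schedule: 45 min + 60 min at 25 °C / Compound dosing: 8.92 µM, single dose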
rCAG RNA binder – binders of r(CAG) RNA repeats, primary screen, biochemical, fluorescence; r(CAG) RNA repeat, TO-PRO-1 dye displacement fluorescence; inhibition, % at 3 µM; 370,000 compounds, 1.3% hits;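 active means inhibition above the plate cutoff, the mean of all test compounds on that plate plus 3 SD, cut at about 35% in these data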;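 further: 0% = DMSO alone and 100% = 100 µM mitoxantrone as full dye displacement; higher means more dye released from RNA so lower well fluorescence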
UHRF1 MBD2 ctr – UHRF1 methylated DNA binding inhibitors, primary screen, counter-screen for MBD2 inhibitor project, biochemical, TR-FRET, human UHRF1, single concentration; UHRF1 binding to methylated oligo; inhibition, % at 4.4 µM; E3 ubiquitin-protein ligase UHRF1 (Homo sapiens), Q96T88; 370,000 compounds, 0.75% hits; AID 687016, 2013; in the data active means inhibition above about 21%;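 further: UHRF1 SRA domain binding a hemimethylated CpG hairpin DNA probe; 0% = median of test compound wells and 100% = reference inhibitor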
PRMT1 inh – PRMT1 methyltransferase inhibitors, primary screen, biochemical, fluorescence polarization | Protein arginine N-methyltransferase 1 (Homo sapiens), Q99873 | inhibition, % at 2.79 µM | 370,000 compounds, 1.3% hits | recombinant PRMT1, activity-based probe fluorescence polarization;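 active means inhibition above about 21% made by adding two undisclosed values, limit read from the data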
MBD2 inh – inhibitors of MBD2 binding to methylated DNA, primary screen, biochemical, TR-FRET, DNA-binding domain, human. AID 686964, 2013. 370,000 compounds, 0.31% hits. inhibition, % at 4.4 µM. Methyl-CpG-binding domain protein 2 (Homo sapiens), Q9UBB5. MBD2 binding to methylated oligonucleotide; in the data active means inhibition above about 13%
Target sequence (Q9UBB5 whole entry, looked up, the tested form may be a part): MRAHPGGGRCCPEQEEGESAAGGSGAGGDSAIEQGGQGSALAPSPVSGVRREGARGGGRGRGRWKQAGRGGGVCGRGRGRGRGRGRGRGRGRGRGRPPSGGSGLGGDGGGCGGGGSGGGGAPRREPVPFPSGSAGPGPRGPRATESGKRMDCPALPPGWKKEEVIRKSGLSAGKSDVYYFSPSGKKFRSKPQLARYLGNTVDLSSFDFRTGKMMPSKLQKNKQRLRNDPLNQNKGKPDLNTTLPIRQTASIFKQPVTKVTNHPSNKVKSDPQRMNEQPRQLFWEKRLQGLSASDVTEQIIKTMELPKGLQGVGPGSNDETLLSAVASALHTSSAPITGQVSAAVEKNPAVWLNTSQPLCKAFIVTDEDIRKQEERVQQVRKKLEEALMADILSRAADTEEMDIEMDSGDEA
HTRA1 inh – HTRA1 serine protease inhibitors, primary screen, biochemical, fluorescence polarization, HTS; Q92743; recombinant HTRA1, FP-rhodamine activity-based probe; inhibition, % at 5.96 µM; 340,000 compounds, 0.5% hits; AID 504803, 2011; in the data active means inhibition above about 36%;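 further: 0% = enzyme with DMSO and 100% = wells lacking enzyme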
TCR-CD3 inh – inhibitors of human TCR-CD3 interaction, primary screen, biochemical, fluorescence, TAMRA-labeled TCR probe | 360,000 compounds, 0.37% hits | AID 651800, 2012 | inhibition, % at 9.4 µM | T-cell receptor (TCR); in the data active means inhibition above about 19%;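 further: recombinant mutant TCR 2C K166C tagged with TAMRA read by polarization; 0% = receptor in buffer alone and 100% = receptor with positive control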
LEDGF integ inh – blockers of LEDGF/p75-dependent integrase strand transfer – biochemical, TR-FRET, high throughput, primary screen. HIV-1 integrase (with human LEDGF/p75). TR-FRET IN-LEDGF/p75 DNA integration, Eu/Cy5. inhibition, % at 3.7 µM. 370,000 compounds, 0.64% hits. AID 743269, 2014;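 active means inhibition above the screen-wide mean plus 3 SD, cut at about 13% in these data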;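 further: signal is the Cy5 over europium emission ratio at 671 and 618 nm; 0% = plate median of compound wells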
Active calls of the source: *; . = no result given. The list is partial; rates above refer to the full screens.

SMILES | PG9 binder | NR1D1 modulator | mABHD4 FP | rCAG RNA binder | UHRF1 MBD2 ctr | PRMT1 inh | MBD2 inh | HTRA1 inh | TCR-CD3 inh | LEDGF integ inh
Cc1nnc(N/N=C\c2ccc(-c3ccccc3[N+](=O)[O-])o2)n1N | -6.0 | 3 | 4 | 4 | 4 | 3 | -2 | 2 | 2 | 43*
O=[N+]([O-])c1ccc(C[n+]2cccc3c4ccccc4ccc32)cc1 | -3.2 | 0 | -7 | 4 | -2 | -7 | -5 | 0 | 6 | -9
CCn1ccnc1CNC(=O)c1ccc(OC2CCN(C(=O)COC)CC2)cc1 | 1.0 | -6 | -1 | -4 | -2 | -2 | 3 | 4 | -1 | 3
CCCCn1nnnc1C1(C)CCC(=O)N1CCc1ccc(O)cc1 (stereo unspecified) | -2.6 | -8 | -3 | -1 | 3 | 1 | 7 | . | -11 | 0
CC(C)CC(=O)N1CC=CC[C@@H](c2ccc(Cl)cc2)N(Cc2ccc(Cl)cc2)C(=O)[C@@H]1Cc1ccccc1 | -1.7 | 5 | -4 | 12 | 2 | -2 | 3 | -27 | -3 | -1
Cc1ccc(-n2ncc3c(NNC(=O)c4ccco4)ncnc32)c(C)c1 | 0.5 | 3 | 13 | -2 | -2 | 2 | 1 | 5 | -7 | -5
Cc1cccc(NC(=O)Cn2cnc3ccccc3c2=O)c1C | 0.4 | 4 | 6 | 0 | 2 | 1 | 2 | -4 | -5 | -3
O=C(NC1CCS(=O)(=O)C1)OC1CCCCC1 (stereo unspecified) | -1.1 | -3 | 4 | -1 | -1 | 0 | -1 | -1 | -1 | 2
COCCN1C(=O)/C(=C/c2ccc(N3CCCC3)cc2)SC1=S | -2.4 | 15 | -19 | -8 | -5 | -11 | -2 | -7 | 0 | 6
c1ccc(Nc2nc(-c3cccs3)cs2)nc1 | -0.1 | 6 | 10 | 9 | -4 | -3 | -2 | -5 | 3 | 4
COc1cccc(C2CC(c3ccc(C)cc3)n3nc(N)nc3N2)c1 (stereo unspecified) | 0.1 | 1 | 3 | -5 | -1 | -4 | -6 | -1 | 5 | 1
CCOC(=O)[C@]12CCCC3=C1N(CCC3)C(=O)[C@@H](CC(=O)N1CCN(C(=O)C3CC3)CC1)C2 | . | 2 | 3 | -2 | 2 | -1 | 2 | . | . | 0
O=C(Nc1cc([N+](=O)[O-])ccc1Cl)c1cccnc1 | 0.3 | 6 | 5 | -3 | -1 | 1 | 5 | 3 | -5 | -5
Cc1ccc(Nc2nnc(SCC(=O)Nc3ccccc3[N+](=O)[O-])s2)cc1 | -3.4 | -8 | 1 | 4 | -2 | 0 | 0 | 0 | 1 | 4
N#Cc1c(SC(C(=O)O)c2ccccc2)nc2c(c1-c1cccs1)CCCC2 (stereo unspecified) | 20* | -8 | 4 | 67* | 0 | 3 | 11 | -27 | -4 | -2

Part of the list above, with values under each structure.
The line under a structure holds: PG9 binder	NR1D1 modulator	mABHD4 FP	rCAG RNA binder	UHRF1 MBD2 ctr	PRMT1 inh	MBD2 inh	HTRA1 inh	TCR-CD3 inh	LEDGF integ inh
COCCN1C(=O)/C(=C/c2ccc(N3CCCC3)cc2)SC1=S
 : -2.4	15	-19	-8	-5	-11	-2	-7	0	6
c1ccc(Nc2nc(-c3cccs3)cs2)nc1
 : -0.1	6	10	9	-4	-3	-2	-5	3	4
COc1cccc(C2CC(c3ccc(C)cc3)n3nc(N)nc3N2)c1 (stereo unspecified)
 : 0.1	1	3	-5	-1	-4	-6	-1	5	1
CCOC(=O)[C@]12CCCC3=C1N(CCC3)C(=O)[C@@H](CC(=O)N1CCN(C(=O)C3CC3)CC1)C2
 : .	2	3	-2	2	-1	2	.	.	0

More entries
SMILES | PG9 binder | NR1D1 modulator | mABHD4 FP | rCAG RNA binder | UHRF1 MBD2 ctr | PRMT1 inh | MBD2 inh | HTRA1 inh | TCR-CD3 inh | LEDGF integ inh
C[C@@H]1NC(=O)N(CCCn2ccnc2)C1=O | -1.7 | -3 | 2 | 0 | -1 | -1 | 0 | -3 | 1 | -1
CC1CCN(C(=O)Cn2cc3c(n2)CCCC3)CC1 | -1.0 | -2 | -12 | -2 | 3 | 9 | 10 | 6 | 13 | -3
CC(C)CC1NC(=O)c2ccc(Cl)cc2-n2c1nc1cc(F)ccc1c2=O (stereo unspecified) | 1.4 | -3 | -10 | 0 | 5 | 0 | -1 | . | 170* | -2
Cc1cc(C)cc(NC(=O)c2cccc(C(=O)Nc3cc(C)cc(C)c3)n2)c1 | -0.3 | 2 | -2 | 0 | -2 | -3 | -1 | -4 | 3 | 3
O=C(NCCC1=CCCCC1)C1CCCN(c2nc3ccccc3o2)C1 (stereo unspecified) | 1.8 | -2 | -8 | -6 | 6 | 4 | 2 | -5 | -4 | -1
CC(C)(C)C(=O)NCCCNc1ccc([N+](=O)[O-])cc1 | 0.8 | 2 | -15 | -1 | 4 | 9 | -3 | 0 | -3 | 0
CCCc1cc(-c2n[nH]c(C)c2-c2ccc(C(=O)OCC)o2)c(O)cc1O | -0.7 | -1 | 16 | 6 | 7 | 3 | 3 | -11 | -2 | -1
CN(CC(=O)Nc1ccc(F)c(F)c1F)C(=O)c1ccc(-n2cncn2)cc1 | -2.4 | 6 | 0 | 0 | 0 | -8 | -4 | -5 | -3 | 5
CC(C)C(c1nnnn1Cc1ccco1)N1CCC(C(N)=O)CC1 (stereo unspecified) | -0.6 | -1 | -15 | -2 | -1 | 0 | 2 | -7 | 0 | -2
CN(C)CC(NC(=O)c1cccc(S(=O)(=O)Nc2ccc3c(c2)OCO3)c1)c1ccccc1 (stereo unspecified) | -0.2 | -1 | 12 | 4 | 4 | 2 | 4 | -3 | -6 | -4
O=C(NCCOc1ccccc1F)C1CCC(=O)N(CC2CCCCC2)C1 (stereo unspecified) | -1.6 | 1 | 2 | -8 | -1 | -1 | -4 | -3 | 6 | 1
CC1=C(C(=O)Nc2ccc(F)c(F)c2)C(c2cccs2)NC(=S)N1 (stereo unspecified) | -1.9 | 2 | -2 | 3 | -1 | 0 | -2 | -2 | 7 | 4
CCN1C=C(Cc2ccc(OC)cc2)C2=C(C1)C(c1ccc(OC)cc1)C(C#N)=C(N)O2 (stereo unspecified) | -2.4 | 1 | -11 | 10 | 7 | 3 | -2 | -12 | -9 | 1
CCN(CC(=O)NCc1cccs1)C(=O)c1ccc(S(=O)(=O)Nc2ccccc2F)cc1 | 0.3 | 5 | -2 | 4 | -1 | 1 | 1 | 5 | 2 | -2
C/C(=C\C(=O)c1ccccc1)Nc1ccc(N2CCOCC2)cc1 | -2.0 | -5 | 19 | 1 | 1 | 1 | -5 | 17 | 1 | 22*
O=C(COc1ccc(Cl)cc1)NCc1ccncc1 | 0.2 | 1 | -4 | -3 | 0 | 6 | -3 | 3 | 1 | 0
O=C(NCC1CCCO1)c1ccc(Cl)c(F)c1F (stereo unspecified) | -2.2 | 0 | -4 | 3 | 6 | -2 | -6 | 0 | -5 | 0
CCOC(=O)CC(c1ccc([N+](=O)[O-])cc1)n1c(C)ccc1C (stereo unspecified) | 1.8 | -1 | 6 | 2 | 0 | 2 | 5 | -9 | -7 | -4
CN1C(=O)/C(=C/c2ccc(C(F)(F)F)cc2)Sc2ccc(C(=O)N3CCN(c4ccccn4)CC3)cc21 | -1.3 | -6 | -8 | 7 | 2 | 1 | -4 | -29 | 1 | -1
COc1ccc2c(c1)/C(=C/c1cc(OC)c(OC)c(OC)c1)C(=O)N2 | -5.7 | 1 | 10 | 0 | -2 | 2 | -4 | 1 | 1 | 2
CS(=O)(=O)N(CCc1ccccc1)CC(=O)N1CCc2ccccc2C1 | 0.4 | 6 | -7 | -2 | -7 | -2 | -6 | -3 | 5 | -3
CC(=O)Nc1ccc(-c2nc3c(C)cccc3[nH]2)cc1 | -2.4 | 9 | 0 | 1 | -1 | 0 | -2 | -3 | 8 | 0
COc1ccc(/C=C/c2c(-c3cccc(C)c3)oc3ccc(N4CCOCC4)cc23)cc1 | 5.6 | 5 | 2 | 4 | 2 | 1 | 0 | -3 | 9 | 0
O=C(NCc1ccc2c(c1)OCO2)c1cccc([N+](=O)[O-])c1 | -1.8 | 0 | -10 | 2 | 1 | -1 | 0 | 6 | 4 | -2
CC(Oc1ccc(F)cc1)C(=O)NN (stereo unspecified) | -1.9 | -1 | 0 | 1 | 0 | 0 | -3 | 6 | -5 | 7
Cc1cc(C)c(C)c(S(=O)(=O)NC2CCCCC2)c1C | 0.1 | 0 | -4 | -3 | -1 | 1 | 0 | -12 | 4 | -3
CCOC(=O)C1C(=O)C=C(c2ccc(C)cc2)CC1c1ccc([N+](=O)[O-])cc1 (stereo unspecified) | -0.2 | 4 | 4 | 5 | 2 | 3 | 0 | -2 | -3 | -6
O=C1C2C3C=CC(C3)C2C(=O)N1c1cccc2cccnc12 (stereo unspecified) | -3.6 | -7 | -1 | 1 | 4 | 0 | -2 | 5 | 3 | 1
Cc1ccccc1NC(=O)NC(C)(C)CC(C)(C)C | 0.1 | -3 | 1 | -8 | 3 | 3 | 3 | -2 | -2 | -2
O=C(COC(=O)Cc1ccc(F)cc1)NC(=O)NC1CCCC1 | -0.9 | -3 | 3 | -1 | -2 | 1 | -5 | 31 | 1 | -1
COCC(C)NC(=O)CSc1ncnc2sc(-c3ccccc3)cc12 (stereo unspecified) | -3.5 | 11 | -17 | -1 | -8 | -3 | -5 | -10 | 3 | 2
O=S(=O)(NC1CCc2ccccc21)c1ccc(S(=O)(=O)N2CCCC2)cc1 (stereo unspecified) | -1.4 | -2 | -7 | 0 | -2 | 3 | 1 | -19 | 2 | -2
CC1CCCCC1NC(=O)CN1CCC(O)(c2ccc3c(c2)OCO3)CC1 (stereo unspecified) | -0.4 | 1 | 2 | -8 | 0 | 1 | -1 | 7 | 4 | -3
CC(=O)CSc1nc(CCc2ccccc2)c(C#N)c(=O)[nH]1 | -3.3 | -1 | -2 | 4 | 1 | 1 | 3 | 0 | 0 | 1
COC(=O)Cc1c(C)nc2nc(-c3ccc(OC)cc3)[nH]n2c1=O | -2.2 | -1 | 4 | 3 | -2 | -1 | 1 | 2 | 6 | 0
CCCN(C(=O)Cc1ccc(S(=O)(=O)N2CCOCC2)s1)c1c(N)n(Cc2ccccc2)c(=O)[nH]c1=O | 0.4 | 0 | -3 | 11 | 4 | 8 | 5 | -8 | -7 | -3
CCCOc1ccc(N2C(=O)CC(N(CCc3ccc(OC)cc3)C(=O)c3ccccc3)C2=O)cc1 (stereo unspecified) | -0.3 | -7 | 1 | 14 | 1 | -1 | 3 | -16 | 4 | 2
